High-throughput results deposited in PubChem by National Center for Advancing Translational Sciences (NCATS).
B2AR arrestin ag: ADRB2 beta-arrestin recruitment; P07550; AID 1347077; 44,000 tested, under 10 active; Potency, µM (series often up to 46.1 µM), for inactives: at the highest dose activation, most hits filed as activators; HTLA Tango cells, beta-arrestin recruitment, luciferase luminescence, 18 h;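 also: potency is read from the fitted curve at half-maximal effect; 0% = DMSO and full agonism = EC100 isoproterenol or metaproterenol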
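Receptor–beta-arrestin recruitment read by tTA-responsive luciferase: compound titrations (up to 46 µM) incubated 18 h with Tango cells, then luminescent substrate 15 min at room temperature. Concentration-response fits classified by r2, efficacy and activity.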
NTMT1 inh: NTMT1 methyltransferase inhibition; Q9BV86; NTMT1 MTase-Glo SAH luminescence, purified enzyme; Potency, µM (highest dose often 114 µM), without a hit: at the top dose activity change, negative = inhibition, actives largely listed as inhibitors; actives 2.5% (n = 59,000);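 also: potency is read from the fitted curve at half-maximal effect; plate controls were DMSO vehicle for no effect and no enzyme for full effect; nearly all actives have a fitted effect of over 65% in size; many of its hits are not listed in these tables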
Target sequence (Q9BV86 whole entry, looked up): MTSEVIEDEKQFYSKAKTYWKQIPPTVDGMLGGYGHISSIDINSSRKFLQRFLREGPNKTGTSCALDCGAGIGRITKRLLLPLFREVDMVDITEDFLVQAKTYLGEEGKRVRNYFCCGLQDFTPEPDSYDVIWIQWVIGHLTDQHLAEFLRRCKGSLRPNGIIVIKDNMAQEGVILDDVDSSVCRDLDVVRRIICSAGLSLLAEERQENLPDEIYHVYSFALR
FH mod: Identification of activators of human fumarate hydratase by quantitative high-throughput screening. Fumarate hydratase, mitochondrial (Homo sapiens), P07954. FH coupled MDH/diaphorase resazurin fluorescence, 15 min. Potency, µM (series often up to 79.9 µM), for inactives: at the top dose activity change, negative = inhibition, hits mostly inhibitors. actives 0.22% (n = 54,000); also: potency is read from the fitted curve at half-maximal effect; % is scaled to controls: 0 for no effect and ±100 for the full control effect; the screen sought activators but most active calls are inhibition curves; nearly all actives have a fitted effect of over 45% in size
Target sequence (P07954 whole entry, looked up): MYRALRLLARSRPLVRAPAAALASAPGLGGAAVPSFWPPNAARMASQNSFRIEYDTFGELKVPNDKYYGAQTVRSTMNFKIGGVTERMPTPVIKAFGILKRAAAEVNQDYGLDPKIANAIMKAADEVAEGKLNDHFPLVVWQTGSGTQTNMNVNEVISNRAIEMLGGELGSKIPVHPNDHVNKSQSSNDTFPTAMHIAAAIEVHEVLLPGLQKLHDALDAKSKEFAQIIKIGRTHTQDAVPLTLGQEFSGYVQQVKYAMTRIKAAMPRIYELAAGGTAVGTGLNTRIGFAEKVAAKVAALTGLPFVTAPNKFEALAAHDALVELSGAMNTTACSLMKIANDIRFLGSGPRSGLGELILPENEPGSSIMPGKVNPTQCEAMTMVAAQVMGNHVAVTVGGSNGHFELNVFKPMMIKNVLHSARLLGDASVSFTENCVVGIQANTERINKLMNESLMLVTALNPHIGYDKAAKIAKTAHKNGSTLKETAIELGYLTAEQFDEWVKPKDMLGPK
p53null 32C tox: selectivity test: cytotoxicity in p53 null cells, permissive temperature | H1299-neo p53 null cells, ATP luminescence, 24 h, 32C | Potency, µM (highest dose often 46.1 µM), inactives show at the highest dose activity change, negative = cytotoxicity, most hits filed as cytotoxic | actives 0.62% (n = 55,000);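 also: potency is read from the fitted curve at half-maximal effect; 0% = DMSO only and -100% = full killing by 100 µM tamoxifen; nearly all actives have a fitted effect of over 55% in size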
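H1299-neo (p53 null) cells, 600/well, treated 24 h at 32C with compound up to 46 uM; ATPlite luminescence viability, normalized to DMSO and 100 uM tamoxifen; AC50 by Hill fit.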
PTAP-TSG101 blk: blocks PTAP binding to human TSG101, validation | Q99816 | Fluorescence polarization, FITC-PTAP peptide/Tsg101, 20 min | Potency, µM (series often up to 115 µM), without a hit: at the highest dose activity change, negative = inhibition, actives largely listed as inhibitors | 44,000 tested, under 10 active; also: potency is read from the fitted curve at half-maximal effect; 0% is about no effect
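Fluorescence polarization binding of Tsg101 binding domain (10 uM final) to FITC-labeled PTAP-motif peptide (50 nM final) in HEPES pH 7.5/NaCl/Tween 20/EDTA/TCEP buffer; 20 min at r.t. Actives by curve class, <25 µM, efficacy <60% inhibition.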
GALK inhibitor: inhibits human galactokinase | Potency, µM (titrated, usually from 57.5 µM), for inactives: at the top dose activity, negative = inhibition, hits mostly inhibitors | AID 1347072 | recombinant GALK, Kinase-Glo ATP luminescence, 1 h | 44,000 tested, under 10 active;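 also: plate controls were full GALK reaction for no effect and reaction lacking GALK for full effect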
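Human GALK (5 nM) was incubated with 35 uM ATP and 100 uM galactose in 20 mM HEPES pH 8.0 with MgCl2, NaCl, DTT and BSA for 1 h at room temperature. Remaining ATP was measured by Kinase-Glo Plus luminescence.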
p53null 39C tox: p53 null cell cytotoxicity, nonpermissive temperature. H1299 p53-null (neo) cells, 39C, ATPlite viability, 24 h. actives 0.97% (n = 55,000). Potency, µM (doses to about 46.1 µM), for inactives: at the highest dose activity, negative = cell killing, hits mostly cytotoxic;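 also: potency is read from the fitted curve at half-maximal effect; 0% = DMSO only and -100% = full killing by 100 µM tamoxifen; nearly all actives have a fitted effect of over 50% in size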
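H1299 lung cancer cells, p53-null (H1299-neo) or expressing p53 A138V (H1299-p53A138V), were plated overnight at 37C, then exposed to compounds at up to 46 uM for 24 hr at 39C. Viability was read by ATP-based luminescence.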
Starred values were filed as active, the others as inactive; ? = inconclusive; [ ] = another dose, or the depositor's remark. Calls follow the shape of the dose curve; as a rule, active = well fitted curve in the direction sought with a large enough effect; inconclusive = small, poorly fitted or top-dose-only effect, or another doubt; inactive = no such curve, though single readings can be large; an effect the other way counts as inactive or inconclusive. Some of the compounds tested; count on the stated rates, not on these rows.

SMILES	B2AR arrestin ag	NTMT1 inh	FH mod	p53null 32C tox	PTAP-TSG101 blk	GALK inhibitor	p53null 39C tox
Cc1ccccc1-c1nc(CS(=O)CC(=O)N2CCN(c3cc(Cl)ccc3C)CC2)c(C)o1 (configuration not stated)	0%	-4%	?	2%	-7%	8%	?
CC(C)c1ccc(NC(=O)CN2C(=O)CN=C(c3ccccc3)c3ccccc32)cc1	0%	20%	2%	11%	-2%	0%	6%
O=C(Nc1ccc(Br)cc1)c1ccc(F)c(S(=O)(=O)N2CCCc3ccccc32)c1	-1%	-1%	-3%	34%[activator]	0%	3%	-30%
Cc1cc(OCC(=O)N2CCN(CCc3ccncc3)CC2)ccc1Cl	-4%	-19%	-15%	-7%	0%	0%	1%
O=c1c2ccccc2nc(/C=C/c2ccccc2F)n1-c1cccc(O)c1	1%	?	5%	1%	2%	1%	-7%
Cc1ccccc1CN1C(=O)CN=C(c2ccccc2)c2cc(Cl)ccc21	5%	-4%	-39%	99%[activator]	2%	-2%	32%[activator]
COc1ccc(CCNC(=O)c2ccc3c(c2)N=C(C)c2cc(C)ccc2S3)cc1OC	1%	4%	?	19%	-1%	2%	37%[activator]
COc1ccc(CN2CCN(C(=O)COc3ccccc3)CC2)c(OC)c1	1%	-12%	-21%	-7%	0%	1%	12%
COc1ccc(-c2nc(CN3C(=O)CN=C(c4ccccc4)c4cc(Cl)ccc43)c(C)o2)cc1	-3%	-4%	-25%	-8%	-3%	2%	-6%
O=C1CN=C(c2ccccc2Cl)c2cc(Cl)ccc2N1Cc1cccc(Cl)c1	0%	8%	-19%	68%[activator]	-11%	2%	18%
O=C(Nc1ccon1)c1cccn(Cc2cccc([N+](=O)[O-])c2)c1=O	-4%	-6%	-11%	-7%	0%	4%	5%
COc1ccc(NC(=O)CCc2nc(C3=CCN(Cc4cccc(Cl)c4)CC3)no2)cc1OC	0%	?	?	3%	-4%	-1%	17%
O=C(Nc1ccccc1C(F)(F)F)c1cccn(Cc2ccccc2)c1=O	-3%	12%	0%	3%	-5%	2%	-2%
CCc1ccc(-n2nc(C)c3c2NC(=O)CSC3c2ccc(C(=O)OC)cc2)cc1 (configuration not stated)	-2%	7%	-15%	6%	-2%	-12%	-7%
Cc1ccc(NC(=O)c2cccn(Cc3ccccc3C)c2=O)c(C)c1	0%	2%	8%	-8%	-12%	0%	2%
O=C(Nc1ccc(Cl)cc1C(=O)c1ccccc1)c1ccccc1Br	0%	3%	-23%	7%	1%	-1%	12%
O=C(Nc1ccc2c(c1)OCCO2)c1cccn(Cc2ccccc2)c1=O	-1%	-12%	?	-24%	-3%	-2%	?
CCN(CC)C(=O)c1ccc(NC(=O)CCn2nc(-c3ccc(Cl)cc3)c3ccccc3c2=O)cc1	0%	-4%	?	21%	1%	0%	15%
CN(C)c1ccc(NC(=O)c2sc3nc4c(cc3c2N)N2CCC4CC2)cc1	-2%	-2%	-5%	-26%	-3%	0%	-17%
Cc1ccccc1-n1nc(C)c2c1NC(=O)CSC2c1ccc(N(C)C)cc1 (configuration not stated)	-2%	-6%	-17%	16%	-5%	3%	-5%

No new results follow: entries from further up.
SMILES	B2AR arrestin ag	NTMT1 inh	FH mod	p53null 32C tox	PTAP-TSG101 blk	GALK inhibitor	p53null 39C tox
O=C(Nc1ccc(Cl)cc1C(=O)c1ccccc1)c1ccccc1Br	0%	3%	-23%	7%	1%	-1%	12%
O=C(Nc1ccc2c(c1)OCCO2)c1cccn(Cc2ccccc2)c1=O	-1%	-12%	?	-24%	-3%	-2%	?
CCN(CC)C(=O)c1ccc(NC(=O)CCn2nc(-c3ccc(Cl)cc3)c3ccccc3c2=O)cc1	0%	-4%	?	21%	1%	0%	15%
CN(C)c1ccc(NC(=O)c2sc3nc4c(cc3c2N)N2CCC4CC2)cc1	-2%	-2%	-5%	-26%	-3%	0%	-17%
Cc1ccccc1-n1nc(C)c2c1NC(=O)CSC2c1ccc(N(C)C)cc1 (configuration not stated)	-2%	-6%	-17%	16%	-5%	3%	-5%

(next part)
SMILES	B2AR arrestin ag	NTMT1 inh	FH mod	p53null 32C tox	PTAP-TSG101 blk	GALK inhibitor	p53null 39C tox
O=c1c2ccccc2nc(/C=C\c2ccc(F)cc2)n1-c1ccccc1F	-1%	6%	-12%	0%	-3%	-5%	14%
O=C(Nc1ccon1)c1cccn(Cc2ccccc2)c1=O	-4%	-13%	-11%	-12%	2%	4%	?
CC(=O)NS(=O)(=O)c1ccc(NC(=O)c2cccn(Cc3ccc(Cl)cc3)c2=O)cc1	?	1%	-8%	-7%	-1%	-9%	16%
COc1ccc(-c2nc(CN3C(=O)CN=C(c4ccccc4)c4ccccc43)c(C)o2)cc1	-3%	17%	-34%	20%	-2%	3%	0%
O=C(Nc1ccc2c(c1)OCO2)c1cccn(Cc2cccc([N+](=O)[O-])c2)c1=O	-4%	4%	-6%	2%	-3%	3%	-3%
Cc1ccc(Cn2nc(C)c(NC(=O)c3cc(-c4ccc(F)cc4)on3)c2C)cc1	1%	9%	-2%	-1%	-4%	-14%	?
O=C(Nc1ccc2c(c1)OCO2)c1cccn(Cc2ccc(F)cc2)c1=O	-3%	1%	-9%	1%	-5%	3%	23%
O=S1(=O)N(Cc2ccccc2Cl)CCCN1Cc1ccccc1Cl	1%	0%	-7%	6%	-2%	-3%	23%
CN1C(=O)c2ccccc2Sc2ccc(NC(=O)N3CCN(c4ccccc4)CC3)cc21	-1%	7%	-18%	16%	6%	1%	54%[activator]
COc1ccccc1NC(=O)N(Cc1ccc2c(c1)OCO2)C1CCN(Cc2ccccc2)CC1	0%	-1%	-21%	-6%	1%	5%	-14%
CSc1cccc(NC(=O)C2CCN(C(=O)c3cnn(-c4ccccc4)c3-n3cccc3)CC2)c1	-4%	-8%	-16%	36%[activator]	-2%	0%	29%
CC(Oc1ccc(Br)cc1)C(=O)N(Cc1nc(-c2ccccc2)no1)C(C)C (configuration not stated)	-1%	6%	-28%	41%[activator]	-6%	3%	43%[activator]
COc1ccc(NC(=O)c2ccco2)cc1NC(=O)COc1cccc(C)c1C	0%	-5%	-6%	-16%	4%	3%	?
CCCOc1ccc(C2SCC(=O)Nc3c2c(C)nn3-c2cccc(C)c2)cc1OC (configuration not stated)	-3%	?	3%	-3%	2%	2%	25µM*
Cc1cccc(N2CCN(C(=O)CCS(=O)(=O)c3ccc4c(c3)oc(=O)n4C)CC2)c1C	0%	-5%	-39%	3%	-4%	5%	-7%
CCn1cc2nc(SCc3c(F)cccc3Cl)n(CCc3ccccc3)c(=O)c2n1	0%	2%	?	52%[activator]	0%	2%	71%[activator]
CN1CCN(c2oc(-c3ccc(COc4ccccc4)o3)nc2C#N)CC1	-4%	0%	-19%	-12%	-5%	1%	-17%
CCN(CC)S(=O)(=O)c1ccc2c(c1)c(=O)c(C(=O)NCc1ccccc1OC)cn2C	0%	0%	-14%	-2%	1%	0%	?
CCCCOc1ccc(CN2C(=O)C(=O)c3cc(C)ccc32)cc1OC	0%	0%	6%	28%	2%	3%	20µM*
CCc1ccccc1NC(=O)C(CC)Oc1ccccc1-c1nnc(-c2ccccc2)o1 (configuration not stated)	0%	12%	?	35%[activator]	1%	3%	67%[activator]

Reformatted bar-delimited: two of the compounds above
compound | B2AR arrestin ag | NTMT1 inh | FH mod | p53null 32C tox | PTAP-TSG101 blk | GALK inhibitor | p53null 39C tox
CC(Oc1ccc(Br)cc1)C(=O)N(Cc1nc(-c2ccccc2)no1)C(C)C (configuration not stated) | -1% | 6% | -28% | 41%[activator] | -6% | 3% | 43%[activator]
COc1ccc(NC(=O)c2ccco2)cc1NC(=O)COc1cccc(C)c1C | 0% | -5% | -6% | -16% | 4% | 3% | ?

Next compounds:
SMILES	B2AR arrestin ag	NTMT1 inh	FH mod	p53null 32C tox	PTAP-TSG101 blk	GALK inhibitor	p53null 39C tox
COc1ccccc1NC(=O)Cn1c(=O)n(-c2cccc(Cl)c2)c(=O)c2sc3ccccc3c21	1%	-9%	3%	-4%	4%	-2%	?
Cn1c(=O)n(C)c2cc(CNCCc3ccccc3F)ccc21	-4%	17%	1%	-3%	0%	1%	-11%
CCn1cc2nc(SCc3cc(C)ccc3C)n(Cc3ccc(OC)cc3)c(=O)c2n1	3%	0%	?	26%	1%	-1%	50%[activator]
Cc1ccccc1-c1nc(CN2C(=O)CN=C(c3ccccc3)c3ccccc32)c(C)o1	-2%	4%	?	6%	-1%	-11%	16%
CC(C)Cc1nc2cccnc2n1C1CCNCC1	0%	2%	5%	?	1%	0%	-3%
Cc1ccc(-c2nc(S(=O)(=O)c3ccccc3)c(SCC(=O)NC3CCCCC3)o2)cc1	1%	?	4%	-6%	-1%	6%	?
O=C(COc1ccccc1[N+](=O)[O-])N1CCN(CCc2ccncc2)CC1	-4%	10%	4%	-2%	-9%	-1%	-3%
Cc1cccc(NC(=O)Cn2cc(C(=O)c3ccccc3)c3ccccc32)c1C	1%	9%	5%	-6%	1%	0%	-21%
COc1ccc(C)cc1NC(=O)N(Cc1ccc2c(c1)OCO2)C1CCN(Cc2ccccc2)CC1	-1%	-1%	-20%	-2%	0%	2%	-15%
Cc1ccc(NC(=O)Cn2cc(C(=O)c3ccccc3)c3ccccc32)cc1	0%	?	-10%	12%	-1%	2%	-7%
Nc1c(C(=O)Nc2ccc(OC(F)(F)F)cc2)sc2nc3c(cc12)N1CCC3CC1	1%	-5%	-7%	4%[9.22 µM]	-4%	9%	?
O=C1CC(c2ccccc2Br)c2c(c3ccccc3oc2=O)O1 (configuration not stated)	0%	14%	-6%	-1%	-6%	-1%	16%
COc1cccc(-n2c(/C=C/c3ccccc3O)nc3ccccc3c2=O)c1	0%	3%	-1%	10%	2%	1%	-8%
